p53ts 39C kill: cytotoxicity in p53ts cells at nonpermissive temperature; H1299-p53A138V viability at 39C, ATP luminescence, 24 h; Potency, µM (highest dose often 46.1 µM), for inactives: at the top dose activity change, negative = cell killing, hits mostly cytotoxic; hit rate 1.5% among 130,000; further: nearly all actives have a fitted effect of over 55% in size
Peg3 imprint: induces erasure of genomic imprints in mouse ES cells | Potency, µM (series often up to 60.7 µM), inactives show top-dose activity change, positive = activation, most hits filed as activators | hit rate 0.02% among 110,000 | mouse ES Peg3-LacZ reporter, beta-gal luminescence, 40 h;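 further: 0% = negative control wells on the plate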
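Gelatin-coated wells received 300 freshly trypsinized female ES cells with a Peg3LacZ-Neo reporter on the maternal allele, then incubated 40 hours at 37C. BetaGlo was added for 5 minutes at room temperature before a single luminescence read.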
IkB sig inh: IkB pathway inhibition in ABC-DLBCL cells; ABC-DLBCL IkBa-CBG/CBR dual luciferase ratio, 4 h; response scale: scaled: untreated 0%, proteasome inhibitor 100%; Potency, µM (series often up to 57.1 µM), without a hit: at the highest dose IkBa stabilization activation; hit rate 0.04% among 110,000; AID 445; active means well fitted curve in the direction sought with a large enough effect in the signal ratio, not every such curve was filed as active; inconclusive means small, poorly fitted or top-dose-only effect, or a change in a side signal; the % refers to the signal ratio;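 further: the direction sought is a rising ratio; 0% = basal untreated cells and 100% = reference inhibitor full response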
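Luminescence ratio of IκBα-fused green versus native red beetle luciferase in OCI-Ly3 cells, 4 h post-doxycycline with compound; red signal alone, scaled from basal (0%) to zero light (-100%), flagged nonspecific or cytotoxic effects.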
p53ts 32C tox: cytotoxicity in p53ts cells at permissive temperature. H1299-p53A138V at 32C, ATP luminescence viability, 24 h. Potency, µM (doses to about 46.1 µM), without a hit: top-dose activity change, negative = cytotoxicity, actives largely listed as cytotoxic. hit rate 0.93% among 130,000. AID 924;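 further: 0% = DMSO and -100% = full killing by reference compound; nearly all actives have a fitted effect of over 55% in size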
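Viability by ATPlite luminescence after 24 h compound treatment (up to 46 uM) at the permissive 32C. Cells are H1299 carrying p53 A138V. Scale runs from DMSO basal to 100 uM tamoxifen as full kill; AC50 from Hill fits.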
* = called active by the depositor; ? = inconclusive; · = no result given; [ ] = remark or other dose. Unless noted, the call rests on the fitted dose curve; in most records, active means well fitted curve in the direction sought with a large enough effect; inconclusive means small, poorly fitted or top-dose-only effect, or another doubt; inactive means no such curve, though single readings can be large; an effect the other way counts as inactive or inconclusive. Unless noted, on the % scale 0 is the no-effect control and ±100 the full control effect; potency means the concentration at half of the fitted maximal effect. Hits appear at their usual frequency. Share with any hit: about 1.8%.

SMILES	p53ts 39C kill	Peg3 imprint	IkB sig inh	p53ts 32C tox
COCc1cc(C)nc2c1C(=O)NC(c1ccc(F)cc1)N2Cc1ccccc1 (stereo not drawn)	1%	10%[10.9 µM]	-1.9%	4%
CCOC(=O)CCc1c(C)c2ccc(OCc3nn[nH]n3)cc2oc1=O	7%	-13%	5.5%	-9%
CCOc1ccc(CNC(=O)CCC(=O)N2CC(C)Sc3ccccc32)cc1 (stereo not drawn)	15%	-17%[10.9 µM]	?	-6%
Nc1nc2c(s1)CCc1c-2cnn1-c1ccccc1	10µM*	-72%	?	13µM*
CCOc1ccc2ccccc2c1CNCCN1CCOCC1	-18%	-13%	-1.2%	-11%
CCc1noc(-c2ccc(N(C)Cc3ccc(OC)cc3)c([N+](=O)[O-])c2)n1	17%	-5%[10.9 µM]	-1.2%	-5%
COc1ccc2c3c1OC1C[C@@H](O)C=C[C@@]31CCN(C)C2 (stereo partly drawn)	-7%	-1%	1.5%[25.6 µM]	11%
Cc1ccc(-c2nnc(SCc3ccccc3)o2)cc1	-18%	-12%[10.9 µM]	-0.5%	-2%
O=C(CCS(=O)(=O)c1ccccc1)N(Cc1cccnc1)c1nc2c(Cl)cccc2s1	?	-9%[10.9 µM]	?	5%
CC(C)c1noc(-c2ccccc2OCC(=O)Nc2ccccc2[N+](=O)[O-])n1	-3%	-17%[10.9 µM]	?	38%[activator]
COc1cccc2c1cc1c(=O)n(CC(=O)N3CCN(c4cccc(C)c4)C(C)C3)nc(C)n12 (stereo not drawn)	-5%	2%[10.9 µM]	-1.5%	1%
Cc1nc(N2CCN(c3ccccc3)CC2)nc2c1C(=O)CCC2	-5%	-10%	-3.8%	-4%
CS(=O)(=O)N(Cc1ccccc1)c1ccc(C(=O)N2CCOCC2)cc1	14%	2%	-0.7%	-5%
Cc1ccc(CNC(=O)CCCc2nnc3n(C)c(=O)c4sccc4n23)cc1	9%	-16%[10.9 µM]	-0.9%	-3%
CCOC(=O)c1ccc(NC(=O)c2c(NCc3sccc3C)sc3c2CCC(C)C3)cc1 (stereo not drawn)	5%	-9%[10.9 µM]	?	1%
O=C(NCC(=O)N(c1ccccc1)C(C(=O)NC1CCCC1)c1cccnc1)c1ccco1 (stereo not drawn)	6%	·	·	5%
CCOC(=O)c1sc(NC(=O)c2nc3ncccn3n2)c(C(=O)OC)c1C	4%	-6%[10.9 µM]	5.9%	1%
COc1cc(NS(=O)(=O)N2CCCC2)cc(OC)c1OC	11%	-9%	1.1%	4%
COc1cccc(NC(=O)Nc2ccc3c(c2)N(C)C(=O)c2ccccc2S3)c1	18%	-14%[10.9 µM]	2.3%	-18%
CCCN1C(=O)C(Cc2nc3ccccc3c(=O)n2-c2ccc(OC)cc2)c2cc(C)ccc21 (stereo not drawn)	-9%	-10%[10.9 µM]	?	6%
COc1ccc(-c2noc(CSc3nc(N)cc(=O)[nH]3)n2)cc1OC	-10%	-5%[10.9 µM]	-1.0%	3%
COC(=O)c1[nH]c(=O)c2ccccc2c1O	6%	·	·	-10%
O=C(c1ccc(CS(=O)(=O)c2ccccc2)o1)N1CCOCC1	4%	-4%	-0.4%	4%
O=C(CCc1nc(-c2ccccc2)no1)Nc1cc(C(F)(F)F)ccc1Cl	-3%	-16%	-5.0%	-2%
COc1ccc(-c2ocnc2C(=O)Nc2ccccc2N2CCCCC2)cc1	-1%	-21%	1.5%	-6%

(list continues)
SMILES	p53ts 39C kill	Peg3 imprint	IkB sig inh	p53ts 32C tox
COc1nc(-c2ccc(C)cc2)ccc1-c1noc(-c2ccccc2Br)n1	-11%	-4%[10.9 µM]	4.4%	-5%
O=C(Nc1c2c(nn1-c1ccc(Cl)cc1)CS(=O)(=O)C2)c1ccccc1F	-13%	-8%[10.9 µM]	-2.2%	-1%
CCOc1cccc(C2C(C(=O)c3ccco3)=C(O)C(=O)N2Cc2ccncc2)c1 (stereo not drawn)	0%	1%	-0.8%	-6%
CCN(CC(=O)NC(=O)NCc1ccco1)Cc1nc2ccccc2c(=O)[nH]1	5%	-2%	6.4%	20%
CCN(CC)P(=O)(C(NC(=O)OC)C(F)(F)C(F)(F)C(F)(F)C(F)F)N(CC)CC (stereo not drawn)	1%	-10%	1.3%	1%
CCn1cc(C(=O)NCCc2ccc(OC)c(OC)c2)c(=O)c2cc(S(=O)(=O)N3CCC(C)CC3)ccc21	0%	8%[10.9 µM]	-0.9%	8%
CC12CCC(C/C1=N\OC(=O)c1ccc(F)cc1)C2(C)C (stereo not drawn)	2%	·	·	11%
COc1ccccc1CNC(=O)C1CCCN(S(=O)(=O)c2ccc3c(c2)CCCN3C(C)=O)C1 (stereo not drawn)	-6%	14%[10.9 µM]	?	0%
CCC(=O)Nc1ccccc1C(=O)N1CCOCC1	8%	8%	0.7%	0%
COc1cccc2cc(C(=O)C3=C(O)C(=O)N(CCCN4CCOCC4)C3c3ccncc3)oc12 (stereo not drawn)	8%	0%	4.0%	5%
CCOc1cccc(NC(=O)C2CC(=O)N(C)C(=Nc3cccc(F)c3)S2)c1 (stereo not drawn)	?	-18%	?	-23%
O=C(O)c1cc2n(n1)C(C(F)(F)F)CC(c1ccco1)N2 (stereo not drawn)	13%	9%	-0.8%	3%
CCc1ccc(S(=O)(=O)n2ccnc2)cc1	-2%	4%[10.9 µM]	0.2%	-2%
COc1cccc(-n2cc(C(=O)NCc3ccc(C)cc3)c3ccccc3c2=O)c1	-11%	?	-1.0%	5%
CCc1ccc(NC(=O)CN2C(C(=O)OC)=C(c3ccccc3)c3ccccc3S2(=O)=O)cc1	-5%	-8%[10.9 µM]	1.5%	-4%
Cc1ccccc1OCc1ccc(-c2nc(C#N)c(N3CCN(C)CC3)o2)o1	-21%	-6%[10.9 µM]	?	?
CC(=O)c1cc(Cc2csc(C(C)=O)c2)cs1	2%	-20%	5.9%	-9%
O=C(CN1C(=O)NC2(CCCC2)C1=O)Nc1nc(-c2ccc(F)cc2)cs1	-24%	-13%	?	-6%
O=C(c1ccccc1)N(Cc1ccccc1)c1ccccn1	4%	-11%	2.6%	0%
COc1cccc2c1ncc1c(-c3ccc(C)cc3)nn(-c3cccc([N+](=O)[O-])c3)c12	-16%	-10%[10.9 µM]	-2.4%	5%
CCc1cccc(NC(=O)CN(C)S(=O)(=O)c2ccc3c(c2)n(C)c(=O)c(=O)n3C)c1	-15%	-7%[10.9 µM]	0.3%	0%
Cn1c(=O)cc(SCC(=O)NCCCN2CCOCC2)c2ccc(Cl)cc21	-4%	-10%	1.4%	10%
COc1cc2c(cc1OC)C(COc1ccc3c(C)cc(=O)oc3c1)N(C(=O)c1cccc(C)c1)CC2 (stereo not drawn)	-27%	-18%[10.9 µM]	?	-15%
O=c1/c(=C/c2ccccn2)sc2nc3ccccc3n12	?	7%	?	10µM*
CCOc1nc(-c2ccccc2)ccc1-c1noc(COc2ccccc2)n1	3%	-13%	3.2%	11%

Remaining list, next part:
SMILES	p53ts 39C kill	Peg3 imprint	IkB sig inh	p53ts 32C tox
COc1ccc(C)cc1S(=O)(=O)Nc1cccc(Cl)c1	19%	-19%	-5.1%	11%
CCOc1ccc(CN2C(=O)c3ccccc3Sc3ccc(C(=O)NCc4ccco4)cc32)cc1	5%	-5%[10.9 µM]	-1.5%	19%
CCN(CC(=O)O)CC(=O)O	7%[9.22 µM]	-5%[10.9 µM]	-0.3%[11.4 µM]	2%[9.22 µM]
CCC(c1nnnn1C1CCCC1)N1CCN(c2ccccc2F)CC1 (stereo not drawn)	-1%	-10%	1.1%	7%
O=C(NCc1cccnc1)c1c[nH]c2cc3c(cc2c1=O)OCCO3	?	-24%	2.2%	?
O=C(O)c1c(Cl)c(Cl)c(Cl)c(Cl)c1C(=O)N1CCOCC1	-7%	-4%	1.2%	4%
COC(=O)CNc1ccc2c(c1)OCO2	14%	·	·	1%
COC(=O)Nc1ccc2c(c1)N(C(=O)CCN1CCOCC1)c1ccccc1S2	4%	-16%	0.3%	9%
Oc1ccc(NCc2ccccc2OCc2ccccc2F)cc1	?	-13%[10.9 µM]	?	-2%
O=C(CCCCCN1C(=O)CCC1=O)Nc1ccc(Br)cc1F	10%	-24%	4.9%	4%
COc1cc2c(N3CCOCC3)cc(O)c(CC(=O)Nc3ccccc3)c2cc1OC	6%	-3%	1.6%	6%
COc1cccc(CNC(=O)c2ccc3c(c2)nc2n3CCOC2)c1	-1%	11%[10.9 µM]	0.2%	2%
CCOc1ccc(C=NC23CN4CN(CN(C4)C2)C3)cc1	-9%	-1%	6.5%	-3%
Cc1ccc2nc(-c3ccc(C)c(NC(=O)CSc4ccc(Cl)cc4)c3)oc2c1	-20%	9%[10.9 µM]	-2.5%	-19%
Cc1nnc(SCc2cc(=O)n3c(C)cccc3n2)s1	-9%	9%[10.9 µM]	0.4%	6%
CC(=O)OCn1nnc2ccccc2c1=O	-3%	20%	2.5%	-2%
COC(=O)CSc1nsc(SCC(=O)OC)n1	-7%	-18%	2.5%	-16%
COc1ccc(N(C(=O)Cc2cccs2)C(C(=O)NC2CCCCC2)c2cccn2C)cc1OC (stereo not drawn)	-5%	·	·	-6%
CC1Cc2ccccc2N1C(=O)C12CCC(C)(C(=O)C1)C2(C)C (stereo not drawn)	29%	-9%	2.0%	22%
O=C(NCCO)c1nc(NCCO)c2ccccc2n1	9%	6%	2.0%	-1%
CCCCN(CC)CCCNC(=O)CS(=O)(=O)Cc1nc(-c2cccc(OC)c2)oc1C	-7%	-22%	1.4%	-11%
CS(=O)(=O)N1CCC2(CCCN(C(c3ccccc3)c3ccccc3)C2)CC1	-4%	·	2.7%[11.4 µM]	5%
O=C(Nc1c(C(=O)c2ccc(Cl)cc2)oc2ccccc12)c1cc(=O)c2ccccc2o1	13%	17%[10.9 µM]	0.6%	2%
Clc1cccc(CSc2ccc(-c3cccs3)nn2)c1	-21%	-13%[10.9 µM]	-1.9%	-18%
COc1ccc(NC(=O)c2c(-c3ccccc3)c(-c3ccccc3)nn(C)c2=O)cc1OC	-10%	-8%[10.9 µM]	?	3%

Molecules shown so far that have two or more sulfur atoms (6):
SMILES	p53ts 39C kill	Peg3 imprint	IkB sig inh	p53ts 32C tox
O=C(CCS(=O)(=O)c1ccccc1)N(Cc1cccnc1)c1nc2c(Cl)cccc2s1	?	-9%[10.9 µM]	?	5%
CCOC(=O)c1ccc(NC(=O)c2c(NCc3sccc3C)sc3c2CCC(C)C3)cc1 (stereo not drawn)	5%	-9%[10.9 µM]	?	1%
CC(=O)c1cc(Cc2csc(C(C)=O)c2)cs1	2%	-20%	5.9%	-9%
Cc1nnc(SCc2cc(=O)n3c(C)cccc3n2)s1	-9%	9%[10.9 µM]	0.4%	6%
COC(=O)CSc1nsc(SCC(=O)OC)n1	-7%	-18%	2.5%	-16%
Clc1cccc(CSc2ccc(-c3cccs3)nn2)c1	-21%	-13%[10.9 µM]	-1.9%	-18%

(cont.)
SMILES	p53ts 39C kill	Peg3 imprint	IkB sig inh	p53ts 32C tox
Cc1ccc(C(=O)Nc2ccc(Cl)cn2)cc1	?	-67%[inhibitor]	?	7.9µM*
CN(Cc1ccccc1)c1nc2c(c(=O)[nH]c(=O)n2C)n1CCOc1ccccc1	2%	?	-1.4%	-13%
CCOCCCN(CCC#N)S(=O)(=O)c1ccc(S(=O)(=O)N2CCCC2)cc1	4%	-1%	0.6%	-7%
Cc1ccnc(SCC(=O)O)n1	14%	7%	0.1%	8%
COc1ccccc1NC(=O)NCCCl	23%	·	·	-8%
Nc1ccccc1CCCC(=O)O	3%[9.22 µM]	-19%[10.9 µM]	-1.4%[11.4 µM]	2%[9.22 µM]
CCn1ncc(CN2CCN(C(=O)Nc3ccccc3C(=O)OC)CC2)c1C	9%	-12%	-0.4%	7%
Cc1ccc2c(c1)cc1c(=O)n(CC(=O)NC(C)CCc3ccccc3)nc(C)n12 (stereo not drawn)	-11%	-12%[10.9 µM]	0.3%	3%
c1ccc2[nH]c(-c3ccnc4ccccc34)nc2c1	-4%	-16%	9.6%	-11%

Single records, from the list above. Order of screens: p53ts 39C kill	Peg3 imprint	IkB sig inh	p53ts 32C tox
Shown for CS(=O)(=O)N1CCC2(CCCN(C(c3ccccc3)c3ccccc3)C2)CC1 → -4%	·	2.7%[11.4 µM]	5%
Shown for c1ccc2[nH]c(-c3ccnc4ccccc34)nc2c1 → -4%	-16%	9.6%	-11%
Shown for Cc1ccc2nc(-c3ccc(C)c(NC(=O)CSc4ccc(Cl)cc4)c3)oc2c1 → -20%	9%[10.9 µM]	-2.5%	-19%

Compound activity as filed in PubChem.
